PLK1 PBD block – inhibitors of human PLK1 polo-box domain binding | Potency, µM, for the others: max response, negative = inhibition, hits mostly inhibitors | 360,000 compounds, 2.8% hits | P53350 | Plk1 PBD binding of FITC phosphopeptide, fluorescence polarization; further: potency means the concentration at half of the fitted maximal effect; series mostly up to about 57 µM; on the % scale 0 is the no-effect control and ±100 the full control effect; nearly all actives have a fitted effect of over 65% in size
CCT chaperon mod – modulators of cytosolic chaperonin (CCT/TRiC) activity. purified chaperonin ATPase assay, HTRF ADP detection, 30 min. activity change, % (no concentration beside the values), hits read low. 360,000 compounds, 0.3% hits. AID 651819; in the data active means activity change below about -30%; further: on the % scale 0 is the no-effect control and ±100 the full control effect
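TRiC (40 or 20 nM final, by batch activity) in 30 mM Tris pH 7.4, 100 mM KCl, 5 mM MgCl2, 1 mM DTT was treated with compound at 76 uM single dose, then 10 uM ATP, 30 min at 37 °C. ADP was read by HTRF Transcreener.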
EPAC1 agonist – agonists of human EPAC1; Potency, µM (titrated, usually from 154 µM), inactives show at the top dose activation, most hits filed as activators; EPAC1 agonist qHTS, biochemical assay; response scale: 100% = response to 6.5 mM cAMP; 360,000 compounds, 0.073% hits; AID 720707; O95398; further: potency means the concentration at half of the fitted maximal effect; nearly all actives have a fitted effect of over 60% in size
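Multi-concentration qHTS readout: loss of Rap1B-bound BODIPY-GDP fluorescence driven by 100 nM EPAC1 with excess GDP (50 uM), monitored kinetically at room temperature; agonist response expressed relative to 6.5 mM cAMP.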
EPAC2 agonist – EPAC2 (human) agonism; Q8WZA2; Potency, µM (series often up to 154 µM), for the others: at the top dose activation, most hits filed as activators; EPAC2 activation, biochemical qHTS; response scale: 100% = 6.5 mM cAMP response; 360,000 compounds, 0.079% hits; further: potency means the concentration at half of the fitted maximal effect; nearly all actives have a fitted effect of over 50% in size
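Compounds were titrated in qHTS against a Rap1B-BODIPY-GDP (250 nM) complex with EPAC2 (100 nM) and GDP (50 uM). BODIPY-GDP release tracked at 480/540 nm over 30 min at room temperature, normalized to 6.5 mM cAMP.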
WRN helicase inh – inhibitors of human WRN helicase | Q14191 | WRN helicase unwinding, fluorescent forked duplex, kinetic | Potency, µM (titrated, usually from 114 µM), for the others: at the highest dose activity change, negative = inhibition, hits mostly inhibitors | 360,000 compounds, 0.46% hits; further: potency means the concentration at half of the fitted maximal effect; on the % scale 0 is the no-effect control and ±100 the full control effect; nearly all actives have a fitted effect of over 55% in size
Target sequence (Q14191 whole entry, looked up): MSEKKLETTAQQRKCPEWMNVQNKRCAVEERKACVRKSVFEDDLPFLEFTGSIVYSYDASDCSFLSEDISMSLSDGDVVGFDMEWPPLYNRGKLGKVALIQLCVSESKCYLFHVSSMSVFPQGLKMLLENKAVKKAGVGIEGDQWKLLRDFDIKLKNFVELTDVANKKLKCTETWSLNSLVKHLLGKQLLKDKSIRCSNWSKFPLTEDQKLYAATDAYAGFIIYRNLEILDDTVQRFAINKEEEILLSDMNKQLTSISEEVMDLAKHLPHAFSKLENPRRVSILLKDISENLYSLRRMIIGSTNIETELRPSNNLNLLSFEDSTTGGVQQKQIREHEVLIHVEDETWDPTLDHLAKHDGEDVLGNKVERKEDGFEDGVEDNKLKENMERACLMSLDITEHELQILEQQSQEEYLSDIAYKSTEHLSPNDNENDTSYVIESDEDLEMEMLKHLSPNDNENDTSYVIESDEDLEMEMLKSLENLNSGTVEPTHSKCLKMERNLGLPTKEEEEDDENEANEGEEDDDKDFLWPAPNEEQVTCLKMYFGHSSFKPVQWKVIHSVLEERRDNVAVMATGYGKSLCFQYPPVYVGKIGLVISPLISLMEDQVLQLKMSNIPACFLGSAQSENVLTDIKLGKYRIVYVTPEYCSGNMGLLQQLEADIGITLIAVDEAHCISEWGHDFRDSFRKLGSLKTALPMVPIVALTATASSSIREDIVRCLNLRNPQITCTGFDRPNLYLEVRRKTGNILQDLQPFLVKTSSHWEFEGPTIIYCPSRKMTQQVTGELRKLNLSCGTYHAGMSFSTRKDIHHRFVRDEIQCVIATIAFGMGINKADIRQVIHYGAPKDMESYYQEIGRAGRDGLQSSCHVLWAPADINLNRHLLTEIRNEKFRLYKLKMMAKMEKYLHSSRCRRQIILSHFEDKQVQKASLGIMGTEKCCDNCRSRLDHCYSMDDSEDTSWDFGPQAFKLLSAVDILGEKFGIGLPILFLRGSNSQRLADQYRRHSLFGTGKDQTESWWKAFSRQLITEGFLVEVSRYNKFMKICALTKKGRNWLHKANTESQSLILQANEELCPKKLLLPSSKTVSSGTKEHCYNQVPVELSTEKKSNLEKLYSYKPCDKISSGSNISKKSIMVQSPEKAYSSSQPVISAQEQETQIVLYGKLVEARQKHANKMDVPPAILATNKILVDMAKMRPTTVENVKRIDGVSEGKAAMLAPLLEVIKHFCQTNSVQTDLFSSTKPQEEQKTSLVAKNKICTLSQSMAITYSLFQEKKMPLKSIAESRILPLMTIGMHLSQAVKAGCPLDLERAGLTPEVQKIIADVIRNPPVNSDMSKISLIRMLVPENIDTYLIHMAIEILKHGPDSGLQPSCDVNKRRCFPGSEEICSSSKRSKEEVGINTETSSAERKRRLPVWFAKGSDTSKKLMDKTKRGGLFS
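Kinetic red-fluorescence monitoring (525/598 nm) tracks WRN helicase activity after 100 nM fluorophore-quencher forked duplex and 2 mM ATP are added to 20 nM enzyme pretreated 15 min at room temperature with compound.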
EPAC1 antagonist – blocks human EPAC1 exchange factor. O95398. EPAC1 GEF assay, Rap1b-BODIPY-GDP exchange fluorescence. Potency, µM (highest dose often 115 µM), without a hit: top-dose activity change, negative = inhibition, hits mostly inhibitors. 360,000 compounds, 0.14% hits. AID 720709;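 further: potency means the concentration at half of the fitted maximal effect; plate controls were vehicle for no effect and positive control for full effect; nearly all actives have a fitted effect of over 50% in size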
IL2 activator – activators of IL-2; IL-2 activation reporter assay, cell-based qHTS; stimulated with anti-CD3/CD4/CD28 beads; in transgenic mouse T cells; activation, % (series mostly up to about 46 µM); 360,000 compounds, 0.065% hits; in the data active means activation above about 50%; inconclusive means mostly about 30% to 49%; further: 0% is about no effect
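Unstimulated transgenic mouse T cells, 750 per well, received compound and, after 60 minutes, anti-CD3/anti-CD4 bead plus anti-CD28 stimulation. EGFP and DsRed were quantified after 18 hours.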
PI5P4Ka inh – PI5P4K alpha (human) kinase inhibition. P48426. PI5P4Kalpha enzyme, ADP-Glo luminescence, 60 min; stronger effect = lower value. max response, %. 330,000 compounds, 1.2% hits. AID 652105; active means max response of -50% or lower; inconclusive means between -30% and -50%; inactive means -30% or higher; further: value at the top dose of about 77 µM; on the % scale 0 is the no-effect control and ±100 the full control effect
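PI5P4Kalpha ADP-Glo assay; 5 microM ATP final; 60 min RT reaction; HEPES pH 7.4/EGTA/CHAPS, 5% DMSO; controls lacking substrate or enzyme; luminescent end-point.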
Numbers without * were called inactive; ? = inconclusive; · = no result given; [ ] = remark or other dose. Unless noted, the call rests on the fitted dose curve; in most records, active means well fitted curve in the direction sought with a large enough effect; inconclusive means small, poorly fitted or top-dose-only effect, or another doubt; inactive means no such curve, though single readings can be large; an effect the other way counts as inactive or inconclusive.

SMILES	PLK1 PBD block	CCT chaperon mod	EPAC1 agonist	EPAC2 agonist	WRN helicase inh	EPAC1 antagonist	IL2 activator	PI5P4Ka inh
CCOC(=O)C1CC=C(Cl)CC1C(=O)Nc1nccs1 (stereo unspecified)	5.9%	-0.7	-2.1%	-8.1%	-3.6%	0.0%	-1.3	·
Cc1ccc(C(CNS(=O)(=O)c2ccc(Br)cc2)N2CCN(C)CC2)cc1 (stereo unspecified)	-2.9%	-1.7	8.1%	-5.2%	-6.0%	4.2%	-4.8	20.7
C/C(CC(=O)Nc1cc(C)ccn1)=N\NC(=O)c1cccc(C)c1O	-3.5%	-3.5	0.5%	-1.3%	-19.6%	-13.0%	-0.2	2.7
COC(=O)NC1CSCC1OC(=O)CCN1C(=O)c2ccccc2C1=O (stereo unspecified)	1.0%	-1.9	-7.9%	-3.2%	7.2%	0.3%	-1.0	-4.5
CSc1sc(-c2nnc(SCC(=O)Nc3ccccc3)n2C)c2c1C=CCC2	-8.8%	-1.1	2.2%	5.1%	-28.0%	-3.4%	-0.8	-9.9
Cc1ccc2nc(-c3ccccc3)cc(C(=O)N3CC(C)OC(C)C3)c2c1 (stereo unspecified)	-8.4%	0.8	?	-0.9%	-17.2%	-23.6%	-0.1	0.9
COc1ccc(C(C(=O)NCc2ccc(F)cc2)N(C(=O)c2csnn2)C2CC2)cc1 (stereo unspecified)	-8.0%	0.2	7.7%	5.4%	-1.7%	2.0%	-0.5	-10.2
COc1ccc(CCNC(=O)CN(c2cc(OC)ccc2OC)S(=O)(=O)c2ccccc2)cc1	1.4%	-1.8	3.6%	-0.4%	-6.4%	4.3%	-1.2	2.8
Cc1ccc(NC2=C([N+](=O)[O-])CS(=O)(=O)C2)cc1	1.1%	-3.0	3.3%	11.0%	-7.9%	-6.5%	-2.4	·
O=C1/C(=C/c2cccnc2)Oc2cc(OS(=O)(=O)c3ccc(F)cc3)ccc21	-16.1%	-0.5	10.8%	9.3%	-7.8%	0.7%	-0.2	·
CC(Oc1ccc(Cl)cc1)/C(N)=N/O (stereo unspecified)	-10.4%	-3.2	0.5%	20.9%	9.4%	-17.2%	-5.0	3.7
COC(=O)c1ccccc1NC(=O)NCc1ccncc1	21.2µM*	0.2	7.1%	12.0%	2.0%	-1.7%	1.7	1.6
Cc1ccc(Oc2ccc(Cl)cc2NC(=O)c2cnccn2)cc1	-6.3%	-2.4	-1.4%	0.0%	-2.6%	13.7%	-0.4	9.3
O=C(COc1ccc(F)cc1)NC1CC1	-1.3%	-2.8	-2.2%	0.9%	10.7%	-2.6%	-0.6	·
COc1cccc(N/C(SCc2cccc([N+](=O)[O-])c2)=C(/C#N)C(=O)NCc2cccs2)c1	0.4%	-2.1	1.2%	10.0%	1.0%	-20.8%	-1.6	14.8
Cc1cccc(C)c1OCc1cc(C(=O)N2CCN(c3ccccc3)CC2C)no1 (stereo unspecified)	0.3%	0.0	7.2%	16.1%	?	0.0%	-3.1	2.8
COc1cccc(-c2cc3nc(NCCN4CCCC4)n(C)c(=O)c3s2)c1	-7.8%	-2.3	4.1%	4.3%	27.5%	-5.0%	-0.4	0.6
CC(C)C1N(C(N)=S)N=CC1(C)C (stereo unspecified)	-0.9%	-2.4	13.0%	13.8%	-0.7%	-1.9%	-2.8	-5.7
Cc1cccn2c(=O)nc(SCC(=O)NC3CCCCC3)nc12	5.3%	-1.1	11.4%	0.0%	5.6%	1.1%	-0.1	3.8
CN1/C(=C/C=N/NC(=O)c2ccc([N+](=O)[O-])cc2)C(C)(C)c2ccccc21	2.6%	-1.6	6.4%	-5.9%	-1.3%	-6.6%	-0.2	0.2
CC1CCC/C(=N\NC(=S)Nc2ccccc2)C1 (stereo unspecified)	-5.0%	-2.3	-9.4%	-4.4%	14.4%	-8.4%	-0.6	-10.7
CCOc1ccccc1C1CC(c2ccccc2)Nc2nc(N)nn21 (stereo unspecified)	-9.7%	-0.8	-3.5%	8.4%	-0.6%	-13.9%	-3.5	-6.4
N#CC(C#N)=Cc1ccc(NC(=O)c2ccc(Br)cc2)cc1	-19.2%	-4.8	9.2%	7.8%	-19.2%	-22.0%	-2.2	-22.5
CCC1=NN(C(=O)Cc2ccc([N+](=O)[O-])cc2)C(O)(c2ccncc2)C1 (stereo unspecified)	-3.7%	1.7	0.5%	-8.8%	-33.0%[57.1 µM]	-8.3%	-2.3	0.7
COc1cccc(NC(=O)CN(C)C(=O)c2ccc(NC(=O)CC3SC(N4CCCC4)=NC3=O)cc2)c1 (stereo unspecified)	2.9%	-1.1	-1.7%	-1.0%	3.4%	-2.8%	-0.4	2.2
COC(=O)/C(=C(/F)Sc1cc(C)c(O)c(C)c1)C(F)(F)F	3.77µM*	0.4	24.7%	9.9%	-16.4%	?	4.8	·
C#CC1(N2CCCCC2)CCCCC1	4.8%	-2.8	8.1%	2.9%	-5.4%	3.4%	3.4	0.4
CCOc1ccc(C(NC(=O)c2ccco2)c2ccc(OC)c(OC)c2)cc1 (stereo unspecified)	0.7%	-3.3	2.2%	7.4%	-1.7%	2.0%	-1.2	·
Cc1cc(-c2ccc3c(c2)COc2c4ccccc4nn2-3)on1	-18.5%	-4.2	-15.3%	9.3%	-1.9%	-5.4%	-0.6	-2.4
COc1cc(S(=O)(=O)NCCCn2ccnc2)ccc1Cl	-0.6%	1.4	-2.6%	2.7%	5.0%	15.4%	0.0	-8.4
O=C(/C=C/c1ccc([N+](=O)[O-])cc1)Nc1cccc(S(=O)(=O)NC2=NCCCCC2)c1	2.0%	-2.6	-1.0%	4.3%	1.3%	0.4%	-5.6	15.1
CC(C)CNc1cc(Cl)c(S(=O)(=O)NCC(C)C)cc1C(=O)O	-9.2%	-2.4	-3.6%	-1.8%	-7.6%	?	0.2	-8.5
O=C(CO/N=C/c1cccc([N+](=O)[O-])c1)NC1CCCCCC1	-4.0%	-5.6	-5.6%	3.2%	6.2%	-19.7%	-3.2	-2.9
CCCCn1c(N)c(N(CC)C(=O)c2ccccc2C)c(=O)[nH]c1=O	-4.6%	-1.9	5.3%	5.6%	-5.0%	5.2%	-0.2	4.4
O=C(O)Cc1nc2nc3c(c(=O)n2[nH]1)CCCC3	-1.5%	-3.3	7.9%	-1.8%	-1.0%	26.0%	-3.0	·
Cc1cc2c(cc(C(=O)OC(C)C(=O)NCc3ccc(F)cc3)n2C)o1 (stereo unspecified)	?	-0.8	2.5%	0.7%	1.7%	?	-0.7	-7.0
CC(C)c1c(O)nc(SCC(=O)Nc2ccc3c(c2)CCC3)[nH]c1=O	-8.9%	1.0	-5.4%	1.1%	-2.8%	-12.9%	-1.1	-1.5
Brc1cccc(CNn2cnnc2)c1	-12.3%	0.1	9.1%	8.9%	6.6%	5.2%	-0.8	-0.7
O=C1CC(N2CCN(Cc3ccc4c(c3)OCO4)CC2)C(=O)N1c1cccc2ccccc12 (stereo unspecified)	-8.9%	-5.2	-1.6%	-3.9%	-3.5%	-0.2%	-1.2	5.0
CC(=O)Nc1ccc(CN2CCCC(CO)(Cc3ccccc3C)C2)cc1 (stereo unspecified)	-4.7%	-5.7	2.5%	3.1%	3.1%	10.9%	2.8	0.2
COc1cc(NC(=O)CSc2nnc3c(C)cc4c(C)ccc(C)c4n23)c(C(=O)O)cc1OC	5.9%	1.0	6.3%	8.2%	-10.2%	?	0.4	1.4
O=c1[nH]c(CSc2nnc3ccccn23)nc2ccccc12	-4.5%	0.9	0.1%	3.9%	8.4%	3.9%	-1.0	-4.8
CN1C(=S)SC(N(O)C=C2C=CC(=O)C=C2)C1(C)C (stereo unspecified)	0.4%	-0.9	-0.6%	-3.7%	4.8%	12.9%	-0.7	2.5
CC12CN3CCN(CC(C3)/C1=N\NC(=O)c1ccccc1N)C2	-4.6%	-1.2	-7.0%	4.0%	10.0%	15.1%	2.3	0.3
O=C(NCC1CCCO1)C1CC(=O)N(c2ccc(Cl)cc2)C1 (stereo unspecified)	-8.1%	2.2	-5.3%	-4.6%	-18.4%	-1.4%	0.1	3.6
CCOC(=O)c1c(NC(=O)COC(=O)Cn2c(C)nc3ccccc32)sc2c1CCCC2	0.9%	-1.4	-1.6%	5.3%	-0.3%	-0.1%	-0.2	-3.0
Clc1ccc(CNc2cnccn2)cc1	-0.2%	-2.3	-6.7%	-3.3%	1.4%	0.2%	2.6	0.9
Cc1cccc(C)c1N1CCN(S(=O)(=O)c2ccc(F)cc2)CC1	-9.1%	0.5	23.1%	5.8%	-29.6%	-13.4%	0.6	0.2
CCCN(CC(=O)Nc1ccccc1OC)C(=O)c1ccc2c(c1)NC(=O)C(C)S2 (stereo unspecified)	0.4%	-4.4	3.9%	-1.0%	-2.2%	-1.7%	-0.4	-0.8
Cc1ccc(-c2cc(N)n(-c3ccc(C)cc3)n2)cc1	-0.2%	-3.6	-4.6%	-4.1%	2.0%	-21.9%	1.6	-6.7

(continued)
SMILES	PLK1 PBD block	CCT chaperon mod	EPAC1 agonist	EPAC2 agonist	WRN helicase inh	EPAC1 antagonist	IL2 activator	PI5P4Ka inh
Cc1ccc(C2=N/C(=C\c3ccc(F)cc3)C(=O)N2)cc1	-2.9%	-43.9*	13.2%	-3.1%	-3.9%	5.3%	-0.7	22.9
CCN(CC)CCNC(=O)c1ccc(NC(=O)c2ccccc2-c2ccc(C(F)(F)F)cc2)cc1	-6.4%	-1.2	-2.5%	10.3%	4.5%	-13.5%	-0.8	-4.5
Cc1c(Cl)cccc1NC(=S)/C(=C(\[O-])c1ccc(Cl)s1)[n+]1ccccc1	-11.4%	0.0	14.5%	15.7%	-10.0%	-13.4%	-0.7	5.4
CC1(C(=O)NS(=O)(=O)c2ccc(Cl)cc2)CCN1C(=O)CC1CCCC1 (stereo unspecified)	-6.5%	-2.9	-8.6%	12.6%	-3.6%	-8.1%	1.6	2.5

Given bar-delimited: entries from further up
SMILES | PLK1 PBD block | CCT chaperon mod | EPAC1 agonist | EPAC2 agonist | WRN helicase inh | EPAC1 antagonist | IL2 activator | PI5P4Ka inh
Cc1ccc(C2=N/C(=C\c3ccc(F)cc3)C(=O)N2)cc1 | -2.9% | -43.9* | 13.2% | -3.1% | -3.9% | 5.3% | -0.7 | 22.9
CCN(CC)CCNC(=O)c1ccc(NC(=O)c2ccccc2-c2ccc(C(F)(F)F)cc2)cc1 | -6.4% | -1.2 | -2.5% | 10.3% | 4.5% | -13.5% | -0.8 | -4.5
Cc1c(Cl)cccc1NC(=S)/C(=C(\[O-])c1ccc(Cl)s1)[n+]1ccccc1 | -11.4% | 0.0 | 14.5% | 15.7% | -10.0% | -13.4% | -0.7 | 5.4
CC1(C(=O)NS(=O)(=O)c2ccc(Cl)cc2)CCN1C(=O)CC1CCCC1 (stereo unspecified) | -6.5% | -2.9 | -8.6% | 12.6% | -3.6% | -8.1% | 1.6 | 2.5

Screening data: PubChem BioAssay, National Center for Advancing Translational Sciences (NCATS)

An excerpt (hit frequency here may not be typical).
